Source: PubChem BioAssay (several laboratories)
OX1R antag = antagonists of human orexin 1 receptor (OX1R); Orexin/Hypocretin receptor type 1 (Homo sapiens), O43613; OX1R-expressing cells, FRET antagonist read-out; inhibition, % at 6.6 µM; 1.8% of 330,000 active; AID 485270, 2010; in the data active means inhibition mostly above about 38%, no sharp cut-off; inactive means mostly below about 40%;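 further: 0% = agonist challenge alone and 100% = reference antagonist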
Target sequence (O43613 whole entry, looked up): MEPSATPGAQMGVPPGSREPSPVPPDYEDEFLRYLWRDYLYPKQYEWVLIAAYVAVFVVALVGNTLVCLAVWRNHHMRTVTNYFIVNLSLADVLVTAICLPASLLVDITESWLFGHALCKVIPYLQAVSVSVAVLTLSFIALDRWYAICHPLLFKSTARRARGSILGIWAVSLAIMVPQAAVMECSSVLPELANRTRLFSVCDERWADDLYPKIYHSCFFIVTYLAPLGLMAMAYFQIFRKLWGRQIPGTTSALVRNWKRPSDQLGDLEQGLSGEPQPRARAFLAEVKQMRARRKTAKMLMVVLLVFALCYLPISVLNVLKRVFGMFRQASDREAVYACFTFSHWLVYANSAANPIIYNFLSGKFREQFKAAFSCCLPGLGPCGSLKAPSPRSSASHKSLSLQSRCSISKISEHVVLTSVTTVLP
STK33 kinase inh = inhibitors of purified STK33 kinase, primary screen, biochemical, ADP-Glo luminescence, homogeneous, cell-free; Serine/threonine-protein kinase 33 (Homo sapiens), Q9BYT3; MBP phosphorylation; inhibition, % at 10 µM; 0.073% of 320,000 active;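 active means inhibition at or above 25%, using the most active replicate where run in duplicate; inactive means inhibition below 25%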
Target sequence (Q9BYT3 whole entry, looked up): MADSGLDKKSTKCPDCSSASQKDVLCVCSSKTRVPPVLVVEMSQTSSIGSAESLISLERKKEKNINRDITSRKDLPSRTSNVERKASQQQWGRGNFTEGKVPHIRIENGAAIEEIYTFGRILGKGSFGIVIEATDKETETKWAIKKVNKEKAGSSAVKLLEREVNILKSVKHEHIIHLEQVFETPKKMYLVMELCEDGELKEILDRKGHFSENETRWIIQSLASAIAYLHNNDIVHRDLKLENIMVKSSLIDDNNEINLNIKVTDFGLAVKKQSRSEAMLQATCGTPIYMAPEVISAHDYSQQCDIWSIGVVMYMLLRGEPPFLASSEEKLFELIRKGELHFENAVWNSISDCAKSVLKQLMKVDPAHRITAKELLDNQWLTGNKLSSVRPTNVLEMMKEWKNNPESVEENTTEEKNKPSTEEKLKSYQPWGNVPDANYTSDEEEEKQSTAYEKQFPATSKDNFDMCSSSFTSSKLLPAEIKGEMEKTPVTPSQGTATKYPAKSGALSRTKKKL
An asterisk follows results filed as active; x = not tested or not shown.

no.	Molecule	OX1R antag	STK33 kinase inh
1	CC(=O)Nc1ccc(-c2nc3c(C)cccc3[nH]2)cc1	13	-3.4
2	O=[N+]([O-])c1ccc(S(=O)(=O)Nc2nc(-c3ccccc3)cs2)cc1	40	-0.1
3	COc1cccc(-c2nnc(SCC(=O)Nc3cc(C)on3)o2)c1	2	0.1
4	CCOc1ncccc1C(=O)Nc1ccccc1C(=O)NCc1ccc2c(c1)OCO2	12	0.5
5	Cc1ccccc1OCc1ccc(C(=O)N2CCOCC2)o1	2	-0.2
6	Cc1cc(C)c(S(=O)(=O)N(C)CC(=O)NCc2ccncc2)c(C)c1	17	-1.0
7	O=C(COC(=O)CSc1ccc(Br)cc1)NCc1ccco1	13	-0.8
8	Cn1c(SCCOc2cccc(Cl)c2)nnc1-c1ccncc1	13	2.0

Laid out differently: results already given.
6	Cc1cc(C)c(S(=O)(=O)N(C)CC(=O)NCc2ccncc2)c(C)c1
7	O=C(COC(=O)CSc1ccc(Br)cc1)NCc1ccco1

screen / no.,6,7
OX1R antag,17,13
STK33 kinase inh,-1.0,-0.8

(cont.)
no.	Molecule	OX1R antag	STK33 kinase inh
9	CCOC(=O)N1CCN(C(=O)COC(=O)c2ccccc2NCCO)CC1	13	-0.4
10	CC(C)(C)c1ccc(OCCn2ccccc2=O)cc1	7	-0.6
11	O=C(CSc1ccc(Cl)cc1)OCc1nnc(-c2ccccc2)o1	9	1.0
12	O=C(C1CCN(S(=O)(=O)c2ccccc2)CC1)N1CCOCC1	-3	1.6
13	CCOC(=O)C1(Cc2ccc(Cl)cc2)CCN(C(=O)CCc2cnccn2)CC1	16	-0.4
14	O=C(NCc1ccccc1Cl)c1cnccc1C(F)(F)F	8	-0.4
15	COC(=O)[C@@]1(Cc2ccc(OC)cc2)[C@@H]2C(=CC(=O)[C@H]2CC(=O)C(=O)N(C)C)CN1C(=O)c1ccccc1	8	0.8
16	COc1ccc2cc(C(C)c3nc4ccccc4c(=O)n3N)ccc2c1 (configuration not stated)	13	-0.4
17	Cc1ccc(N2C(S)=C(C#N)C(=O)NC2c2ccco2)cc1 (configuration not stated)	-4	-0.8
18	O=C(c1ccc(N2C(=O)CCC2=O)cc1)N1CCN(c2ccccc2)CC1	-12	-1.1
19	CN(C(=O)Cn1nnc(-c2ccccc2)n1)C1CCS(=O)(=O)C1 (configuration not stated)	19	2.3
20	COc1ccccc1C(=O)NCCC(=O)N1CCN(c2ccccc2O)CC1	19	0.0
21	Cc1c(C)c2ccc(OC(C)C(=O)NCCCN3CCOCC3)c(C)c2oc1=O (configuration not stated)	5	-0.4
22	O=C(CCc1ccccc1)NCC(c1ccco1)N1CCc2ccccc21 (configuration not stated)	18	0.1
23	COc1cc(F)ccc1S(=O)(=O)N1CCN(Cc2ccccc2)CC1	1	-0.1
24	CC1(C)CC(=O)c2c(O)cc(OCC(=O)Nc3ccc(S(N)(=O)=O)cc3)cc2O1	4	9.3
25	COc1ccc(NC(=O)Cc2nnc(SCC(=O)Nc3ccccc3)n2C)cc1	23	-0.7
26	O=C(COc1ccccc1)Nc1ccc(Cl)cc1Cl	2	-0.5
27	O=C(O)c1ccc2c(c1)C(=O)N(c1cccc3ccccc13)C2=O	1	-1.1
28	CCn1c(SCC(=O)Nc2cc(C)on2)nc2sc3c(c2c1=O)CCCC3	0	-0.6
29	O=C1CCCc2c1nc(-c1ccccc1)n2O	10	-0.7
30	O=C(Nc1cccc(C(F)(F)F)c1)c1ccc2nc(-c3ccco3)c(-c3ccco3)nc2c1	14	-1.3
31	CCOC(=O)C1=C(CN2CCN(C(=O)c3ccco3)CC2)NC(=O)NC1c1ccc(OC)cc1 (configuration not stated)	5	-1.3
32	Cc1ccc(C(C)C)c(OCC(=O)NNC(=O)Cc2ccc(S(=O)(=O)N3CCOCC3)s2)c1	10	-2.0
33	Cn1cccc1C(=O)C(=O)Nc1ccccc1C(F)(F)F	2	-0.6
34	O=C(Nc1ccc2c(c1)CCC2)c1cccc(S(=O)(=O)Nc2ccccc2Cl)c1	56	0.0
35	CC(C)c1nc(SCC(=O)NCc2ccccc2)n[nH]1	12	-0.6
36	c1ccc(Nc2nc(-c3cccs3)cs2)nc1	39	-0.7
37	COc1ccc(-c2nc(CS(=O)(=O)CC(=O)NCCc3ccccc3)c(C)o2)cc1	1	-2.1
38	COc1ccc2c(c1)[C@H]1[C@H](CO2)[C@H](c2ccccc2)[C@]2(C)C(=O)Nc3cc(F)c(F)cc3C(=O)N12	30	0.9
39	COc1cc(NC(=O)c2cccs2)c(OC)cc1NC(=O)CCC(=O)Nc1cccc2ncccc12	18	-1.5
40	COc1ccc(CCNC(=O)CCc2cn(C)c3ccccc23)c(OC)c1OC	5	0.1
41	COC(=O)c1nn(-c2ccc(OC)cc2)c(=O)c2c(N)sc(C)c12	83*	-0.3
42	CCC1(c2ccccc2)NC(=O)N(CC(=O)Nc2ccc3c(C)cc(=O)oc3c2)C1=O (configuration not stated)	22	-1.0
43	CC1=CC(C)(C)Nc2ccc(OC(=O)C(C)N3C(=O)c4ccccc4C3=O)cc21 (configuration not stated)	54	0.2
44	Cc1cc(C(=O)N/N=C/c2cc(N=Nc3ccccc3)ccc2O)n[nH]1	12	0.4
45	Cc1ccccc1CN1CCN(CC2CC3C=CC2C3)CC1 (configuration not stated)	-9	-2.9
46	C[C@H](NC(=O)[C@H]1N2C(=O)c3ccccc3C2SC1(C)C)C(=O)NCc1ccncc1 (some centres not stated)	14	-0.6
47	COC(=O)CCCC1=CC2=C(c3ccccc3)C(=O)C(C)(OC(=O)C3CCCC3)C(=O)C2=CN1Cc1ccco1 (configuration not stated)	32	-0.4
48	O=c1[nH]c(Cc2ccccc2)nc2c1oc1ccccc12	3	-1.0
49	C[C@H](CO)N1C[C@H](C)[C@@H](CN(C)S(C)(=O)=O)Oc2ccc(NC(=O)Nc3ccc(C(F)(F)F)cc3)cc2C1=O	-1	-1.2
50	Cc1nc2cc(NC(=O)Nc3cccc4ccccc34)ccc2n1C	7	0.7
51	O=C(NCCC(=O)N1CCC2(CC1)NCCc1[nH]cnc12)c1cccc(C(F)(F)F)c1	2	0.2
52	CN(C)S(=O)(=O)c1cccc(NC(=O)COC(=O)CCC(=O)c2ccc(F)cc2)c1	12	1.8
53	CC(=O)Nc1ccc(S(=O)(=O)NCc2ccc3c(c2)cc(C)n3C)cc1	15	0.2
54	COc1ccccc1-c1nc(-c2ccccc2)[nH]c(=O)c1C#N	26	-0.1
55	CCC(Oc1ccc(Cl)cc1)C(=O)N1CC(=O)Nc2ccccc21 (configuration not stated)	12	-1.2
56	C=CCn1c(SCC(=O)Nc2ncc(Cc3cc(C(F)(F)F)ccc3Cl)s2)nnc1-c1ccncc1	3	-2.4
57	Cc1cc(C)c(C)c(S(=O)(=O)NCCN2CCOCC2)c1C	9	-3.7
58	CCN(CC)CC(=O)Nc1ccc(Oc2ccc(NC(=O)CN(CC)CC)cc2)cc1	24	-1.5
59	O=C(CS(=O)CC(=O)Nc1cccc2c1CCCC2)Nc1ccc(F)cc1 (configuration not stated)	14	x
60	Cc1ccc(C(=O)NC(=S)Nc2ccc3c(c2)OCCO3)c(C)c1	14	-1.8
61	O=C(COC(=O)c1cc(-c2ccccc2)nc2ccccc12)NCC1CCCO1 (configuration not stated)	54	0.3
62	COc1ccccc1C(=O)NCCNC(=O)c1ccco1	5	-0.2
63	O=C(O)CSc1ccc2ccccc2n1	5	-0.3
64	Nc1c(S(=O)(=O)c2ccccc2)c2nc3ccccc3nc2n1Cc1ccco1	15	2.7

Additional results.
no.	Molecule	OX1R antag	STK33 kinase inh
65	CCc1cc(C(=O)Nc2cc(S(=O)(=O)N(C)C)ccc2C)sc1C	9	-0.7
66	Cc1cc(C(=O)N/N=C2\CCCC(C)C2)n[nH]1 (configuration not stated)	7	-1.3
67	Cc1ccccc1OCCNC(=O)/C=C/c1ccccc1	13	0.0
68	O=C(CS(=O)c1ccc(F)cc1)N1CCOCC1 (configuration not stated)	2	0.0
69	COc1cccc(C2=NN(C(=O)c3ccc(C)o3)C(O)(C(F)(F)F)C2)c1 (configuration not stated)	8	-2.2
70	COc1ccc(-c2coc3cc(O)ccc3c2=O)cc1OC	13	-0.4
71	O=C(CCCN=C1NS(=O)(=O)c2ccccc21)OCc1ccccc1	11	0.1
72	COCC(C)n1c(COc2ccccc2F)nnc1SCC(=O)Nc1oc(C)c2c(C)n[nH]c(=O)c12 (configuration not stated)	35	4.9
73	COc1ccc(-c2nc(-c3ccccc3)[nH]c(=O)c2C#N)cc1	14	-0.1
74	CC(=O)NC1C(OCc2ccccc2)OC(COC(C)=O)C(OC(C)=O)C1OC(C)=O (configuration not stated)	4	-1.0
75	O=C1N=C(N2CCOCC2)S/C1=C\c1ccc(OS(=O)(=O)c2ccccc2)cc1	2	0.3
76	COc1ccc(C(=O)Nc2ccc(OCC(F)(F)C(F)F)c(C(F)(F)F)c2)cc1OC	25	-0.4
77	COCc1[nH]nc2c1C(c1ccnc3ccccc13)C(C#N)=C(N)O2 (configuration not stated)	13	-0.2
78	CCN(CC(=O)Nc1ccc(OC)cc1)CC(=O)N1CC(=O)Nc2ccccc21	1	-0.1
79	CCC(=O)NNc1ncnc2c1cnn2C	16	-0.2
80	Cn1cccc1C(=O)OCC(=O)N1CC(=O)Nc2ccccc21	3	0.9
81	Cc1ccccc1C(=O)NNC(=O)c1cc(S(=O)(=O)N2CCOCC2)ccc1C	8	0.2
82	O=C(COc1cccnc1[N+](=O)[O-])NCc1ccco1	20	-2.9
83	COCCNc1nnc(SC(C)C(=O)Nc2ccc(-c3nc4ccc(C)cc4s3)cc2)s1 (configuration not stated)	21	-3.1
84	OCc1cc(Br)ccc1OCc1nc2ccccc2s1	21	2.3
85	CCN1CCN(CCCNC(=O)C2CCN(c3nnc(-n4cccc4)s3)CC2)CC1	17	0.2
86	CCc1ccc(N2C(=O)CN(Cc3sccc3C)C2=S)cc1	11	-1.5
87	CC(=O)c1ccc(C(=O)NC2CC(C)(C)Cc3c2cnn3-c2ccccc2)cc1 (configuration not stated)	21	-0.4
88	COc1ccc(N(C)S(=O)(=O)c2cccc(C(=O)Nc3cc(OC)ccc3OC)c2)cc1	21	-1.6
89	FC(F)(F)c1cccc(N2CCN(c3nnnn3-c3ccccc3)CC2)c1	26	-1.8
90	CN(C(=O)COC(=O)CNC(=O)c1sc2ccccc2c1Cl)C1CCS(=O)(=O)C1 (configuration not stated)	5	-1.0
91	Cn1c(C(=O)NCCc2ccccc2)cc(=O)n(C)c1=O	5	-1.1
92	CCN(CC(=O)NCc1ccc(Cl)cc1)C(=O)CCC(=O)c1ccc(C)cc1	20	-2.6
93	C[C@H]1CC[C@H]2C(=O)N3[C@H](c4ccccc4Br)[C@@H](C)CC[C@H]3C(=O)N2[C@@H]1c1ccccc1Br	75*	-0.7
94	Cc1cccnc1Nc1nc(-c2ccc(F)cc2)cs1	10	-1.1
95	O=C(O)c1cccc(-n2nc(-c3ccc(Cl)c([N+](=O)[O-])c3)c3ccccc3c2=O)c1	24	-1.3
96	COc1ccc(C)cc1NC(=O)C1CCN(S(=O)(=O)c2cccc3cccnc23)CC1	6	x

Copied from above: compounds 82 to 95
no.	Molecule	OX1R antag	STK33 kinase inh
82	O=C(COc1cccnc1[N+](=O)[O-])NCc1ccco1	20	-2.9
83	COCCNc1nnc(SC(C)C(=O)Nc2ccc(-c3nc4ccc(C)cc4s3)cc2)s1 (configuration not stated)	21	-3.1
84	OCc1cc(Br)ccc1OCc1nc2ccccc2s1	21	2.3
85	CCN1CCN(CCCNC(=O)C2CCN(c3nnc(-n4cccc4)s3)CC2)CC1	17	0.2
86	CCc1ccc(N2C(=O)CN(Cc3sccc3C)C2=S)cc1	11	-1.5
87	CC(=O)c1ccc(C(=O)NC2CC(C)(C)Cc3c2cnn3-c2ccccc2)cc1 (configuration not stated)	21	-0.4
88	COc1ccc(N(C)S(=O)(=O)c2cccc(C(=O)Nc3cc(OC)ccc3OC)c2)cc1	21	-1.6
89	FC(F)(F)c1cccc(N2CCN(c3nnnn3-c3ccccc3)CC2)c1	26	-1.8
90	CN(C(=O)COC(=O)CNC(=O)c1sc2ccccc2c1Cl)C1CCS(=O)(=O)C1 (configuration not stated)	5	-1.0
91	Cn1c(C(=O)NCCc2ccccc2)cc(=O)n(C)c1=O	5	-1.1
92	CCN(CC(=O)NCc1ccc(Cl)cc1)C(=O)CCC(=O)c1ccc(C)cc1	20	-2.6
93	C[C@H]1CC[C@H]2C(=O)N3[C@H](c4ccccc4Br)[C@@H](C)CC[C@H]3C(=O)N2[C@@H]1c1ccccc1Br	75*	-0.7
94	Cc1cccnc1Nc1nc(-c2ccc(F)cc2)cs1	10	-1.1
95	O=C(O)c1cccc(-n2nc(-c3ccc(Cl)c([N+](=O)[O-])c3)c3ccccc3c2=O)c1	24	-1.3

Next part:
no.	Molecule	OX1R antag	STK33 kinase inh
97	CC(C)c1ccc(NC2CCCN(C(=O)c3ccc4nccnc4c3)C2)cc1 (configuration not stated)	17	x
98	Cc1ccc(CS(=O)(=O)CCC(=O)NCc2ccccn2)cc1	16	0.0
99	COc1cc2nc(C3CCC3)n(NC(=O)C3CCC(OC)CC3)c(=O)c2cc1OC (configuration not stated)	2	-1.8
100	Cc1cc(Cl)c(S(=O)(=O)N2CCN(c3ccc(F)cc3)CC2)cc1OCC(=O)NC1CCCCC1	15	-1.2
101	COc1ccc(Cl)cc1N(CC(=O)Nc1ccc2c(c1)OCO2)S(C)(=O)=O	14	0.4
102	COc1ccc(OC)c(CN2CCCC(CCC(=O)N(C)CCc3ccccn3)C2)c1 (configuration not stated)	5	0.9
